hcDAF12 agonist: activators of H. contortus DAF-12 nuclear receptor. HEK293 hcDAF-12 lit1-tk-luc reporter, luminescence; 0% DMSO, 100% Δ7-dafachronic acid. activation, % at 6.8 µM. actives 1.4% (n = 370,000). AID 652067;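 active = activation above the mean of all tested compounds plus 3 SD, cut at about 5.5% in these data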;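 note: 100% = response to 3 µM Δ7-dafachronic acid high control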
ADAM17 inh: ADAM17 inhibition, QFRET primary screen. P78536. recombinant ADAM17, EDANS/DABCYL FRET peptide cleavage. inhibition, % at 6.95 µM. actives 0.83% (n = 370,000). AID 720648;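 active = inhibition above the mean of compounds lying between control limits plus 3 SD, set per campaign, cut at about 8.5% in these data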;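 note: 0% = DMSO-only wells as the low control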
Target sequence (P78536 215-824 limits assumed): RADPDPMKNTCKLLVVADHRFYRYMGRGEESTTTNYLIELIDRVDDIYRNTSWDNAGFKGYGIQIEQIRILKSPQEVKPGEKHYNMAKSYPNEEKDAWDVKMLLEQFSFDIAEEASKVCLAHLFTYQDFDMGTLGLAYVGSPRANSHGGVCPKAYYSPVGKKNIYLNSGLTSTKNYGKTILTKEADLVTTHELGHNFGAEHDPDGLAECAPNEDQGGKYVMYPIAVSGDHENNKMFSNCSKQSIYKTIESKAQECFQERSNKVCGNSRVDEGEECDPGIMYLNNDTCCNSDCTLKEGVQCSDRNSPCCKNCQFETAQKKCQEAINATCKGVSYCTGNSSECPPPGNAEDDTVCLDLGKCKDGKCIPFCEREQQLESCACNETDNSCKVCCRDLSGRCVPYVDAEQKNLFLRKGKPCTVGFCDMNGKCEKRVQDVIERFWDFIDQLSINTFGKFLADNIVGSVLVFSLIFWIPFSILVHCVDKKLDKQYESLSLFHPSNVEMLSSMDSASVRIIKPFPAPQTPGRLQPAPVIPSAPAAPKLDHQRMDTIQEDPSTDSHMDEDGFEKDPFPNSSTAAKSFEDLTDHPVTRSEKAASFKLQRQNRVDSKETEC
SMARCA2 activ: activators of SMARCA2 function | MG213 cells, MMTV-luciferase reporter, dexamethasone, overnight | activation, % at 9.1 µM | actives 1% (n = 370,000) | AID 652017; in the data active = activation above about 7.8%;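 note: 0% = vehicle wells and 100% = reference activator wells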
DAX1 inh-1: blocks DAX1 repression of SF-1 activated StAR promoter; inhibition, % at 6.8 µM; actives 1.1% (n = 370,000); HEK293T StAR-luciferase reporter, SF-1/DAX-1 repression relief; AID 652010;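 active = inhibition above the mean over all tested compounds plus 3 SD, cut at about 3.6% in these data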;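 note: 0% = DAX-1 cells with DMSO and 100% = cells lacking DAX-1 with DMSO; higher inhibition means more luminescence from relief of DAX-1 repression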
DAX1 inh-2: NR0B1 (DAX1) inhibition | HEK293 Gal4-DAX1 luciferase reporter, luminescence | inhibition, % at 6.75 µM | actives 0.99% (n = 340,000) | AID 504766;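 active = inhibition above the mean over all tested compounds plus 3 SD, cut at about 4.2% in these data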;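 note: 0% = DAX1-transfected cells with DMSO and 100% = empty-vector control cells with DMSO; inhibition shows as a rise in luminescence from relieved DAX1 repression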
Target sequence (P51843 207-470 limits assumed): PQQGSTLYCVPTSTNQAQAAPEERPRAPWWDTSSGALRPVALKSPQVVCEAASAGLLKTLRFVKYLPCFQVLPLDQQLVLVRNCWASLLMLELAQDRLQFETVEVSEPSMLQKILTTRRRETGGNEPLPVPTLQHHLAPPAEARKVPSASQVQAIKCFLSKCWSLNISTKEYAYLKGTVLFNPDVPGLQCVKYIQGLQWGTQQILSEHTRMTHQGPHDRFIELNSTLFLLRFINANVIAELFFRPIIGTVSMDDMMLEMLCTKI
NPR1 activator: GC-A (human) enzyme activation. activation, % at 10 µM. actives 0.14% (n = 370,000). P16066. HEK293 GC-A cells, cGMP TR-FRET, EC30 ANP; 0% at EC30 ANP, 100% saturating ANP; in the data active = activation above about 40%
FXN GAA850 act: increases GAA850 frataxin promoter reporter activity; HEK293 lucGAA850 FXN promoter luciferase reporter, 24 h; percent of 10 µM SAHA response; activation, % at 6 µM; actives 0.56% (n = 360,000);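 active = activation above the average of all compounds screened plus 3 SD, cutoff fixed separately per campaign, cut at about 7.5% in these data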;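 note: 0% = DMSO wells and 100% = 10 µM SAHA wells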
ADAM10 inh: inhibitors of human ADAM10; O14672; recombinant ADAM10, EDANS/DABCYL FRET peptide cleavage, 3 h; inhibition, % at 7 µM; actives 0.62% (n = 370,000);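 active = inhibition above a per-campaign cutoff equal to the mean of compounds falling between control-based bounds plus 3 SD, cut at about 20% in these data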;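 note: 0% = DMSO wells while the 100% control is not disclosed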
PG9 binder: binds the HIV-1 gp120 antibody PG9; TR-FRET gp120-PG9 antibody binding; inhibition, % at 6.7 µM; actives 0.43% (n = 360,000); AID 624416; in the data active = inhibition above about 8.5%
ssDAF12 agonist: S. stercoralis DAF-12 activation, primary screen; activation, % at 6.8 µM; AID 652126; actives 1% (n = 370,000); HEK293 ssDAF-12/GRIP1 lit1-tk-luc reporter, luminescence; % of 3 µM dafachronic acid response;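 active = activation above the mean over all tested compounds plus 3 SD, cut at about 0.9% in these data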;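 note: 0% = DMSO-only wells and 100% = 3 µM delta7-dafachronic acid wells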
hgDAF12 agonist: agonists of H. glycines DAF-12 nuclear receptor. HEK293 GAL4-hgDAF12 UAS-luciferase reporter, agonist luminescence; normalized to butyrate control. activation, % at 6.8 µM. actives 1.8% (n = 370,000). AID 687014;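 active = activation above a cutoff set at the mean of all screened compounds plus 3 SD, cut at about 10% in these data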;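 note: 0% = DMSO wells and 100% = sodium butyrate wells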
Active calls of the source: *; nt = not tested or not shown.

molecule	hcDAF12 agonist	ADAM17 inh	SMARCA2 activ	DAX1 inh-1	DAX1 inh-2	NPR1 activator	FXN GAA850 act	ADAM10 inh	PG9 binder	ssDAF12 agonist	hgDAF12 agonist
CC(C)C(NS(=O)(=O)c1cc(C(=O)O)ccc1Cl)C(=O)O (stereo not drawn)	0.2	-5	1	2.1	0.3	-1	0.8	-7	-1.9	-1.3	-0.2
COC(CNC(=O)c1ccc2nc(-c3cccs3)c(-c3cccs3)nc2c1)OC	-1.3	-10	-2	0.0	0.2	-2	-1.9	-28	-18	-1.1	-0.2
OC(CNCc1cccc(Br)c1)c1ccccc1 (stereo not drawn)	-0.5	-5	-4	0.3	-0.8	-32	-0.2	-2	0.1	-0.3	-2.8
Cc1ccc(CN2CCC[C@]3(N[C@H](c4ccc(C)cc4)[C@@H]4C(=O)N(C)C(=O)[C@@H]43)C2=O)cc1	-0.8	-2	-7	-0.5	2.0	-2	-1.0	1	-1.3	-0.6	2.7
CCOc1cc(CN2CCc3c([nH]c4ccccc34)C2)ccc1OC	0.0	-1	2	-0.5	2.3	-1	0.4	-10	-2.6	-0.3	1.3
O=C(NCC1CCCCC1)c1csc([C@@H]2C[C@H](O)[C@@H](CO)O2)n1	-1.0	2	5	1.0	nt	-1	-0.5	1	3.0	-1.4	1.6
CN1CCc2c(n(CC(O)CN3C(=O)c4ccccc4S3(=O)=O)c3ccccc23)C1=O (stereo not drawn)	-1.5	-5	2	0.3	-0.5	-3	-2.1	-3	-1.9	-0.9	-2.6
CCOc1ccc2oc(C(=O)NCc3ccccc3CN3CCCC3)c(C)c2c1	1.6	-27	1	0.9	-0.8	3	2.1	-155	-0.7	-0.5	-1.8
CC(C)(C)SCCNC(=O)/C=C/c1ccccc1	0.4	-1	8.1*	0.6	nt	2	1.3	-4	-0.1	-0.8	2.3
CCCC12CN3CC(CCC)(CN(C1)C3c1ccco1)C2=O (stereo not drawn)	-0.1	-3	-3	-0.5	0.6	0	-0.4	-7	0.6	-0.6	-3.4
Cc1ccc(S(=O)(=O)Nc2ccc(N(C)C)cc2)cc1	-1.8	3	-4	-0.9	1.4	-3	4.2	-17	-0.6	-1.4	-0.9
CC(C)N(C(=O)Cn1cc(S(=O)(=O)CC(=O)Nc2ccccc2)c2ccccc21)C(C)C	-1.4	-1	-2	-1.9	-0.5	3	-2.1	-5	2.7	-1.6	1.5
COc1cc(C(NC(=O)C(F)(F)F)C2CCCC=C2c2ccccc2)cc(OC)c1OC (stereo not drawn)	-0.1	-2	-2	-0.4	nt	-18	nt	-6	nt	-1.2	0.6
COc1ccccc1NC(=O)CCN1C(=O)c2ccccc2C1=O	-1.2	2	9.5*	-0.1	-0.2	-2	0.6	4	-0.9	-1.1	-0.1
CC(C)(C)C(=O)Oc1ccc2cc(-c3ccc4ccccc4n3)c(=O)oc2c1	1.8	-73	2	0.8	0.5	6	1.8	-259	-0.2	-0.1	0.3
COc1ccc(O)c(-c2c(-c3ccc(Cl)cc3)n[nH]c2C)c1	-2.0	0	-1	-0.6	-1.2	-12	-0.9	4	-2.0	-0.9	-1.8
CCCN1C(=O)c2n[nH]c(C)c2C1c1ccc(Br)cc1 (stereo not drawn)	0.7	0	1	0.2	nt	1	nt	-1	-1.2	-1.4	-3.7
CCSc1ccc(-c2cccc([N+](=O)[O-])c2)nn1	6.2*	4	1	2.1	0.1	-1	8.5*	11	0.4	-0.2	13*
Cc1ccc(S(=O)(=O)c2c(COC(=O)c3ccccc3Cl)c(-c3ccccc3)nn2C)cc1	-0.7	-1	1	0.0	-1.2	-2	-2.4	2	-2.1	-1.5	0.5
Cc1onc(-c2c(Cl)cccc2Cl)c1C(=O)c1c[nH]c(C(=O)NCCCN2CCOCC2)c1	-1.1	-2	-4	-0.4	1.9	3	-1.7	-1	-0.5	-0.8	2.4
COc1ccc(-c2nc3ccc([N+](=O)[O-])cc3[nH]2)cc1	6.3*	3	3	4.5*	1.5	21	1.6	3	-3.1	1.8*	19*
O=C(c1nnc(Cc2ccc(Cl)cc2)o1)N1CCc2ccccc2C1	-0.8	-2	-1	0.4	0.5	0	1.3	-6	-0.9	-1.0	0.0
COc1cccc(C(O)c2nc(-c3cccc(C(F)(F)F)c3)cs2)c1 (stereo not drawn)	0.0	5	-2	-0.3	nt	-4	0.6	19	0.3	-0.7	0.5
O=C(NCCCn1ccnc1)C(=O)c1c[nH]c2ccccc12	3.7	-7	1	-0.5	1.2	1	2.4	2	-1.0	-1.2	-0.6
CC(=O)Nc1ccc(N(C(=O)Cc2cccs2)C(C(=O)NC2CCCC2)c2ccncc2)cc1 (stereo not drawn)	-0.1	2	-3	0.1	-1.2	-4	-0.6	0	-0.4	-1.0	-3.1

(cont.)
molecule	hcDAF12 agonist	ADAM17 inh	SMARCA2 activ	DAX1 inh-1	DAX1 inh-2	NPR1 activator	FXN GAA850 act	ADAM10 inh	PG9 binder	ssDAF12 agonist	hgDAF12 agonist
O=C(CSc1nncn1-c1ccccn1)Nc1cccc(Cl)c1	-0.7	-4	-3	-0.6	1.0	0	-1.4	4	0.0	-0.7	-2.4
CCCS(=O)(=O)NC(=O)C1(C)CCCN(C(=O)c2ccccc2OC)C1 (stereo not drawn)	0.9	1	-2	0.7	nt	2	-1.0	-8	-2.4	-0.8	1.9
CC(NCC1COc2ccccc2O1)C(=O)NCc1ccccc1 (stereo not drawn)	3.8	-6	-3	0.4	-0.1	3	-1.4	-10	0.8	-0.6	0.6
Cc1cccc2nc(-c3ccco3)c(Nc3ccc4c(c3)OCCO4)n12	-1.2	-17	10*	-0.2	0.8	19	1.4	-33	-1.4	-1.6	2.6
COC(=O)c1ccc(CNC(=O)C2CCC(=O)N(Cc3ccccn3)C2)cc1 (stereo not drawn)	0.0	-1	-3	-0.5	0.2	3	4.8	2	1.3	-1.4	-0.7
COc1ccc(OCC(O)CN2CCCC2)cc1 (stereo not drawn)	-0.6	-3	0	-0.1	-1.8	4	-0.1	-9	0.0	-1.7	2.6
CCCCN(CC)C(=O)CSc1cc(=O)n(C)c2ccccc12	-1.7	-6	-1	0.2	0.8	0	0.1	-9	2.4	-1.5	-1.3
CCOc1cc(/C=C(\CC(=O)O)c2nc3ccccc3s2)ccc1OC	1.0	-15	-3	0.3	0.0	7	2.7	-30	0.0	-0.5	1.4
Cc1ccc(/C=C/C(=O)Nc2cccc3ncccc23)o1	-1.7	1	-4	0.8	-0.8	4	2.6	-11	-2.5	-1.4	-4.2
COc1ccc(N(C)C(=O)CCS(=O)(=O)c2cccc3nonc23)c(OC)c1	-0.9	-5	-2	0.1	-0.9	-1	1.9	1	0.9	-1.0	0.0
CC1(C)CC2(CC(C)(C(=O)CSc3nc4ccccc4s3)OC2=O)C(=O)O1 (stereo not drawn)	-0.6	7	-3	-0.1	-1.3	7	0.8	0	-1.0	-1.1	-1.3
COC(=O)c1ccc(OCC2c3cc(OC)c(OC)cc3CCN2C(=O)C2CC2)cc1 (stereo not drawn)	-2.6	-3	0	-0.9	-0.8	9	4.0	5	-0.7	-0.5	-3.7
N#CC1=C2C=CC=CN2CC1=O	-0.5	-12	1	-0.6	2.1	5	-5.2	-31	1.0	-1.4	-3.5
O=C(Nc1ccccc1Oc1ccccc1)c1ccccc1F	-1.3	0	9.5*	-0.2	-0.1	-1	1.2	5	2.3	-0.9	0.2
Cc1cccc2c1N(CC(=O)OC(C)C)C(=O)C2=O	-0.5	-1	0	0.9	2.0	-1	-0.5	0	-1.4	-0.6	-2.3
COCCn1c(SCc2ccc(C(=O)OC)o2)nc2ccccc2c1=O	-3.6	-2	-3	-0.7	-1.1	10	6.0	-2	-1.4	-1.4	-1.4
CC(Cn1cnc2ccccc21)C(=O)O (stereo not drawn)	1.1	-2	-2	0.4	0.1	-1	2.1	-2	-0.4	-1.5	-1.7
CCOC(=O)C1(C)CCCN(C(=O)CCc2ccccc2)C1 (stereo not drawn)	1.0	-3	0	1.6	nt	-1	-1.7	-4	0.2	-1.5	-2.0
CCOc1ccccc1N1CCN(S(=O)(=O)c2ccc(F)c(F)c2)CC1	-2.2	-1	-2	-0.7	-0.2	-2	2.3	4	0.5	-1.2	-2.0
CCOc1ccc(CN(C)C(=O)CNC(=O)Cc2cccc3ccccc23)cc1	-0.1	0	-3	-0.3	-1.8	2	-2.5	-5	0.1	-1.5	1.5
Cc1ccc(CNC(=O)c2ccc(S(=O)(=O)N3CCCC3)cc2)cc1	-0.5	-1	4	-1.0	2.3	-1	-0.3	1	0.4	-1.3	0.5
CC1CC2OC2CC1COC(=O)C1CC2OC2CC1C (stereo not drawn)	-1.8	-2	-1	-0.8	-0.2	1	-0.1	-8	-0.1	-0.9	0.0
O=C(CCN1C(=O)/C(=C/c2cccs2)SC1=S)Nc1cccc(O)c1	-1.3	5	0	-0.3	-0.8	-16	0.6	17	-5.1	-1.2	-0.2
O=C(C1=C(O)C(=O)N(CCN2CCOCC2)C1c1ccco1)c1cc2ccccc2o1 (stereo not drawn)	3.9	-2	-4	-0.2	0.0	-2	-0.3	-12	3.6	-0.3	0.5
Cc1ccccc1-n1nc2c(c1NC(=O)c1cc3ccccc3oc1=O)CS(=O)(=O)C2	-1.5	0	-1	-0.7	nt	31	nt	1	-0.3	-0.9	-0.5

Further entries:
molecule	hcDAF12 agonist	ADAM17 inh	SMARCA2 activ	DAX1 inh-1	DAX1 inh-2	NPR1 activator	FXN GAA850 act	ADAM10 inh	PG9 binder	ssDAF12 agonist	hgDAF12 agonist
CCn1c(O)c(N=NC(=O)CNc2ccc(C)cc2)c2ccccc21	-0.9	-4	0	-0.2	-0.3	-2	-0.2	0	-1.4	-2.0	-0.3
Cc1cccc(OCC(=O)Nc2cc(Cl)ccc2-n2cncn2)c1C	3.9	-6	1	0.1	1.1	1	2.6	0	4.7	0.3	-0.5
O=C(COc1ccccc1Br)NC1CCCC1	-1.6	-1	-2	-1.6	-1.5	-1	-0.5	-7	-3.8	-2.2	1.7
O=[N+]([O-])c1cccc(-n2nnnc2CN2CCCC2)c1	0.3	0	-1	-0.1	-1.3	-3	-0.8	2	-1.9	-1.9	0.7
COc1cccc2cc(C(=O)NC(C)c3ccccc3)c(=O)oc12 (stereo not drawn)	0.8	0	3	-0.5	0.0	4	3.0	-18	-2.2	-1.3	-0.9
O=C(CCNC(=O)c1ccc(Br)cc1)NCCCN1CCOCC1	-2.0	-6	-2	-1.4	-0.6	2	0.6	-8	1.2	-1.0	0.6
O=C(CCOc1ccccc1)NNC(=O)c1ccccc1	0.5	-3	1	0.1	1.4	-2	-1.5	-2	-4.5	0.2	-2.7
O=C(O)c1ccc(N2C(=O)CSC2c2cccc([N+](=O)[O-])c2)cc1 (stereo not drawn)	-0.7	-4	-2	0.2	0.3	-1	3.1	-9	0.4	-0.8	1.4
CS(=O)(=O)N1CCN(c2nc3ccccc3s2)CC1	-0.5	-3	2	1.6	0.2	2	2.9	0	-0.6	-0.5	5.5

Screens from PubChem.
